Screening results deposited in PubChem BioAssay by National Center for Advancing Translational Sciences (NCATS).
15-hLO-2 inh = 15-hLO-2 (ALOX15B) enzyme inhibition; purified 15hLO-2, xylenol orange hydroperoxide absorbance; O15296; Potency, µM (titrated, usually from 57.1 µM), without a hit: top-dose activity change, negative = inhibition, actives largely listed as inhibitors; 0.56% of 110,000 active; AID 881; further: potency means the concentration at half of the fitted maximal effect; nearly all actives have a fitted effect of over 60% in size; many of its hits are not listed in these tables
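Screening format was qHTS against 50 nM purified 15hLO-2 in Hepes pH 7.5 with detergent. Activity follows hydroperoxide formation from 45 uM arachidonic acid, measured as 573:405 nm absorbance ratio of the ferric-xylenol orange complex.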
PNC assembly inh = blocks assembly of the perinucleolar compartment. PC3M PTB-GFP, PNC prevalence imaging, 16 h; active compounds read low. activity change (PNC), negative = inhibition, % at 10 µM. 3.1% of 140,000 active. AID 2417;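 active means readout at or below -70, meaning at least 70% loss of cells showing the perinucleolar compartment, a nuclear body marking cancer cells; inconclusive means readout between -30 and a set limit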;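 further: plate controls were DMSO wells for no effect and camptothecin positive control wells for full effect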
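PC3M cells stably expressing PTB-GFP, 750–1000 cells/well, treated 16 h at 37 °C with compound (23 nl of library stock), in duplicate. After paraformaldehyde fixation and Hoechst stain, imaged at 20x; PNC prevalence scored by image analysis.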
12-hLO inh = inhibitors of human 12-lipoxygenase (ALOX12). P18054. purified 12-hLO, xylenol orange hydroperoxide absorbance. Potency, µM (doses to about 57.1 µM), for inactives: at the top dose activity change, negative = inhibition, actives largely listed as inhibitors. 0.12% of 150,000 active. AID 1452; further: potency means the concentration at half of the fitted maximal effect; nearly all actives have a fitted effect of over 55% in size; many of its hits are not listed in these tables
Target sequence (P18054 whole entry, looked up): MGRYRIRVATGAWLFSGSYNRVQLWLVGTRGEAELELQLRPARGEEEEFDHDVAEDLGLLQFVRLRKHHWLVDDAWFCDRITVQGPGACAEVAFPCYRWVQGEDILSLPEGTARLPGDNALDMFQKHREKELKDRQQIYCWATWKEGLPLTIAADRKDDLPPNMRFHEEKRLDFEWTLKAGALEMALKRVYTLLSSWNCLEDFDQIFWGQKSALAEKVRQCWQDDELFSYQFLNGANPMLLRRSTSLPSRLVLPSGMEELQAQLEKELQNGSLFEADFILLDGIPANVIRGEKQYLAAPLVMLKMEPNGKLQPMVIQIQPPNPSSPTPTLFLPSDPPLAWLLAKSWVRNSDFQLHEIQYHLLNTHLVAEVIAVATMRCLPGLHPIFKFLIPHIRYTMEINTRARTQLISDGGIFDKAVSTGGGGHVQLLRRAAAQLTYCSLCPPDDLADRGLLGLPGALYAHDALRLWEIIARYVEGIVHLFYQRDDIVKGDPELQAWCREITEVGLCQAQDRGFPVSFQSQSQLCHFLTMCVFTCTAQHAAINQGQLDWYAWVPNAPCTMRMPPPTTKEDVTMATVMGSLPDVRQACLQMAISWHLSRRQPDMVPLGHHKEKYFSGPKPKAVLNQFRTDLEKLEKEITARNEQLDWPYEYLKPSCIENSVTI
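Xylenol orange chromogenic assay: hydroperoxide from 12hLO oxidises Fe(II), giving red-shifted Fe(III)-XO absorbance. Conditions: 150 nM enzyme, 40 uM arachidonic acid, 25 mM Hepes pH 7.0, 0.01% Triton X-100, 30 min, room temperature.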
IMPase inh = membrane-permeable compound that blocks inositol monophosphatase; P97697; CHO-M1 cells, IP1 accumulation, HTRF TR-FRET ratio; inhibition (IP1 accumulation), % at 46.1 µM; 120,000 tested, under 10 active; active means well fitted curve in the direction sought with a large enough effect in the signal ratio, not every such curve was filed as active; inconclusive means small, poorly fitted or top-dose-only effect, or a change in a side signal; inactive means no such curve, though single readings can be large or run the other way; the % refers to the signal ratio;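 further: cells stimulated with carbachol in lithium chloride buffer; plate controls were DMSO basal wells for no effect and reference inhibitor wells for full effect; higher means more IMPase inhibition seen as more IP1 and lower FRET ratio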
Target sequence (P97697 whole entry, looked up): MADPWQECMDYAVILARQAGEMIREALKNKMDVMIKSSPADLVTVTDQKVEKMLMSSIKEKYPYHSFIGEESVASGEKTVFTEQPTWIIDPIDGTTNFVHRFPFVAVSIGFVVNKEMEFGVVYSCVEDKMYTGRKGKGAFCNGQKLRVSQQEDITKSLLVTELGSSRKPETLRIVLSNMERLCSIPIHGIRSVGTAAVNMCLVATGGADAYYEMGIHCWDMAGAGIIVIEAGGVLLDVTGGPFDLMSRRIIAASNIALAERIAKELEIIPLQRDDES
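The IP-One HTRF competitive assay in carbachol-stimulated CHO-M1 cells quantifies cellular IP1. Compounds spanned up to 46 uM final, and activity is expressed as AC50 from concentration-response fits of the ratio and donor data.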
An asterisk follows results filed as active; ? = inconclusive; / = not tested or not shown; & = joins results of further samples; [ ] = another dose, or the depositor's remark. Unless noted, the call rests on the fitted dose curve; in most records, active means well fitted curve in the direction sought with a large enough effect; inconclusive means small, poorly fitted or top-dose-only effect, or another doubt; inactive means no such curve, though single readings can be large; an effect the other way counts as inactive or inconclusive. Unless noted, on the % scale 0 is the no-effect control and ±100 the full control effect. An excerpt; the hit share may differ from the screen's.

SMILES	15-hLO-2 inh	PNC assembly inh	12-hLO inh	IMPase inh
COc1ccc(Nc2nc(N)nc(SCc3nnc(C)s3)n2)cc1	-2%	19	1%	-1
Cc1ccccc1NS(=O)(=O)c1ccc(F)cc1	1%	-97*	-1%	-2
COc1cc(-c2nn3c(Cc4ccccc4)nnc3s2)cc(OC)c1OC	-13%	33	5%	5
COc1ccc(-c2nnc(SCC(=O)/C(C#N)=C(\C)N)o2)cc1	-15%	?	-2%	-3
COCCNC(=O)C(C)OC(=O)c1cc2occc2n1C (stereo not given)	-9%	-11	-12%	-4
CCOC(=O)c1ccccc1NC(=O)c1cn(CC)c2nc(C)ccc2c1=O	18%	?	-12%	4
COc1cccc(NC(=O)C(NCCC(C)C)c2ccccc2)c1 (stereo not given)	29%	12	0%	3
COc1cccc(-c2nnc(SCC(=O)Nc3cc(C)ccc3OC)n2N)c1	5%	44	-1%	0
CCCc1ccc(Oc2cc(C)nc(N3CCOCC3)n2)cc1	?	37	5%	5
COc1ccc(NC(=O)N2CCCC3(CCN(C(=O)c4cccn4C)CC3)C2)cc1	-1%	/	1%	/
Cc1ccc(NC(=S)N/N=C/c2c(C)nn(-c3ccccc3)c2N2CCCC2)cc1	/	-25	-4%	-6
COC(=O)COc1ccc(S(=O)(=O)Nc2ccccc2C(=O)OC)cc1	0%	24	-3%	-6
Cc1cc(NC(=O)COn2nnc3ccc(Cl)cc32)no1	-2%	-19	-17%	-7
Cc1ccc2nc(N3CCOCC3)c3nncn3c2c1	/	-1	3%	/
CC(C)OCCCNC(=O)C1CCC(=O)N1C1CCCC1 (stereo not given)	7%	10	-1%	0

Compounds listed so far containing a halogen (2):
SMILES	15-hLO-2 inh	PNC assembly inh	12-hLO inh	IMPase inh
Cc1ccccc1NS(=O)(=O)c1ccc(F)cc1	1%	-97*	-1%	-2
Cc1cc(NC(=O)COn2nnc3ccc(Cl)cc32)no1	-2%	-19	-17%	-7

Other entries
SMILES	15-hLO-2 inh	PNC assembly inh	12-hLO inh	IMPase inh
N#Cc1nc(COc2ccc(Cl)cc2Cl)oc1N1CCOCC1	-4%	-4	-11%	7
COCCN1C(=O)c2oc3ccccc3c(=O)c2C1c1ccc(O)c(OC)c1 (stereo not given)	/	76	4%	-11
COC(=O)Cc1cc(=O)n2[nH]c(SC)nc2n1	1%	?	-4%	-12
O=C(Nc1ccc2c(c1)OCO2)N1CCN(S(=O)(=O)c2ccc(Cl)cc2)CC1	7%	55	9%	5
NC(=O)C1CCN(C(=O)CSc2nc3ccccc3s2)CC1	-8%	-20	2%	-4
O=C(NCc1cccnc1)c1cc(-c2ccccc2)on1	-2%	-8	1%	15
Cc1ccc2ccccc2c1[N+](=O)[O-]	6%	/	-5%	/
Clc1ccccc1CN1CCC(Cc2ccccc2)CC1	/	?	-7%	3
Cc1ccc(C(=O)NNC(=O)CSc2nnc(-c3ccccc3)n2Cc2ccccc2)cc1	/	26	-3%	/
CC(=O)C1=C(O)CC(c2ccccc2)CC1=NCCc1c(C)[nH]c2ccccc12 (stereo not given)	/	26	-8%	/
Cc1ccc(C(=O)NCC2CCCO2)cc1[N+](=O)[O-] (stereo not given)	/	7	-4%	/
COc1cccc(-n2nnnc2SCC(=O)c2cc(OC)ccc2OC)c1	-1%	-21	-7%	-2
COC(=O)c1ccc(C(=O)OC)c(NC(=O)CSCc2ccc(Cl)cc2)c1	-8%	4	-16%	4
COC(=O)[C@@]1(Cc2ccc(F)cc2)[C@H]2c3cc(C(=O)N(C)C)n(Cc4ccc(OC)c(OC)c4)c3C[C@H]2CN1C(=O)c1ccccc1	-5%	28	-1%&-5%	/
O=C(NCc1ccco1)C(c1cccnc1)N(C(=O)Cn1nnc2ccccc21)c1ccccc1 (stereo not given)	2%	-3	7%	5
CCOc1ccc2ccccc2c1/C=N/NC(=O)CNC(=O)Cc1ccccc1	/	?	-3%	/
S=C(NCCSCc1ccc(Cl)cc1Cl)Nc1ccccc1	?	68	25µM*	6
CC(NC(=O)c1ccccc1)C(c1cccs1)N1CCOCC1 (stereo not given)	1%	9	-2%	-5
COc1cc(C2C3=C(Nc4ncnn42)c2ccccc2CC3)cc(OC)c1OC (stereo not given)	-4%	?	-6%	2
O=c1c(Cl)c(N2CCN(S(=O)(=O)c3ccc(F)cc3)CC2)cnn1-c1cccc(Cl)c1	-10%	29	-9%	-7
CNCC[C@H](Oc1ccccc1C)c1ccccc1	43%[activator]	/	11%	12
Clc1cccc(CSc2nnc(-c3sccc3-n3cccc3)o2)c1	-11%	2	-2%	2
Cc1ccc(CNc2cc(-c3nn4c(C)nnc4s3)ccc2C)s1	-4%	?	-8%	-12
COC(=O)C1=C(C)N=C2SCCC(=O)N2C1c1ccc(C(=O)OC)cc1 (stereo not given)	-6%	29	9%	6
Cc1ccccc1C(=O)Nc1ccccc1C(=O)N/N=C\c1ccco1	4%	28	-6%	-12
O=C(CSc1nc2cccnc2n1Cc1ccccc1)NC1CCCCC1	/	25	-5%	5
O=C(NCC1OCCc2ccccc21)c1ccc(NC(=O)c2ccc(Cl)cc2)cc1 (stereo not given)	/	-19	1%	0
Cn1c(SCC(=O)Nc2ccc(F)cc2)nnc1-c1cccnc1	-2%	-29	-1%	-5
COc1ccc2c(c1OC)C(=O)OC2Nc1nc(-c2ccc(-c3ccccc3)cc2)cs1 (stereo not given)	/	-123*	-2%	/
COc1cc(OC)c(NC(=O)CCc2ccccc2)cc1Cl	4%	-30	4%	1
C[n+]1c2n(c3ccccc31)N=C(c1ccc(Br)cc1)CS2	-9%	43	-1%	9
C[C@@]12CCC3c4ccc(OS(=O)(=O)O)cc4CCC3C1CCC2O (stereo not given in full)	2%	/	-3%	/
COC(=O)c1c(C)[nH]c(C(=O)COC(=O)Cc2ccc3c(c2)OCCO3)c1C	-10%	?	-8%	5
Cn1c(CNc2ccccn2)c(C#N)c2ccccc21	1%	?	7%	0
CC(/C=C/c1ccccc1)=N/NC(=O)c1cc([N+](=O)[O-])cc([N+](=O)[O-])c1	/	?	0%	/
COc1ccc(C2C(C(N)=O)=C(C)Nc3nc(-c4ccccc4Cl)nn32)c(OC)c1 (stereo not given)	/	21	3%	-3
O=C(NCCCN1CCCCC1)C1(S(=O)(=O)c2ccc(Cl)cc2)CC1	2%	-30	-1%	-10
COCCNC(=O)C1CC(=O)N(C2CCCCC2)C1 (stereo not given)	-20%	72	-5%	0
Cn1c(-c2ccc3c(c2)OCO3)cc(=O)c2ccccc21	10%[25.6 µM]	/	-2%[25.6 µM]	-5[20.6 µM]
Cc1cc(C)n(-c2ccc(C(=O)Nc3nnc(C)s3)cc2)n1	-2%	-4	4%	-4
CCCC(=O)Nc1ccc(Nc2ccccc2)cc1	/	?	-3%	/
COc1ccccc1N(CC(=O)Nc1ccccc1C)S(C)(=O)=O	/	-28	-9%	13
CCCC(CCC)C(=O)Nc1cccc(C(=O)O)c1	2%	37	-5%	4
Fc1ccccc1N1CCN(CC2CC3C=CC2C3)CC1 (stereo not given)	4%	10	-2%	6
CN1C(=O)c2ccccc2C(C(=O)O)C1c1cccc(F)c1 (stereo not given)	1%	-8	-2%	0
CCOC(=O)CSc1nc2cc(C(=O)NCc3ccco3)ccc2c(=O)n1-c1ccc(F)cc1	-15%	?	7%	6
CCOC(=O)Cn1c2[n+](c3ccccc31)CC(O)CS2 (stereo not given)	-8%	26	-2%	-8
O=C(C/C=N\OCc1c(Cl)cccc1Cl)Oc1ccc(Cl)cc1Cl	-5%	-23	-2%	6
Cc1ccc(NC(=O)Cc2noc3ccccc23)c(C)c1	/	-23	1%	/
COc1ccc(OC)c(N(CC(=O)N2CCN(c3cc(Cl)ccc3C)CC2)S(C)(=O)=O)c1	-5%	?	-5%	6
O=c1cc(NCc2ccc3c(c2)OCO3)[nH]c(=O)n1-c1ccc(Cl)cc1	-11%	-18	6%	14
O=C1CC(c2ccco2)Cc2nc(Nc3ccc(F)cc3)ncc21 (stereo not given)	-16%	8	-17%	-5
O=C(CCc1ccccc1)NNC(=O)c1ccccc1Br	/	?	-5%	/
COc1cc2cc(CN(C(=O)NC3CCCCC3)C3CCCC3)c(=O)[nH]c2cc1OC	5%	-9	-4%	1
Cc1cccc(OCC(O)CN2CC3(C)CC2CC(C)(C)C3)c1 (stereo not given)	/	?	0%	/
O=C(c1ccc(-c2nnc(-c3ccccc3)o2)cc1)N1CCCCCC1	-6%	-23	-5%	-1
COCCCn1c(SCC(=O)NC2CCCCC2)nnc1-c1ccncc1	-3%	41	-3%	11
COc1ccc(/C(C)=N\NC(=O)CSc2nnc(C)s2)cc1	/	?	0%	7
COc1ccc(/C=C/C(=O)c2ccc3c(c2)OCO3)c(OC)c1	/	?	-17%	/
O=C(Cc1ccc(-n2c(=O)c3sccc3n(Cc3ccc(F)cc3)c2=O)cc1)NCc1ccco1	-2%	36	-5%	6

Reprinted from the part before: 4 compounds, then new ones.
SMILES	15-hLO-2 inh	PNC assembly inh	12-hLO inh	IMPase inh
COCCCn1c(SCC(=O)NC2CCCCC2)nnc1-c1ccncc1	-3%	41	-3%	11
COc1ccc(/C(C)=N\NC(=O)CSc2nnc(C)s2)cc1	/	?	0%	7
COc1ccc(/C=C/C(=O)c2ccc3c(c2)OCO3)c(OC)c1	/	?	-17%	/
O=C(Cc1ccc(-n2c(=O)c3sccc3n(Cc3ccc(F)cc3)c2=O)cc1)NCc1ccco1	-2%	36	-5%	6
CCOC(=O)C(C(C)=O)c1nc(C)nc2c1nnn2Cc1ccccc1Cl (stereo not given)	/	25	2%	0
Cc1cc(C)c(C(N)=O)c(Nc2cccc(Cl)c2C)n1	-15%[11.4 µM]	-3	1%	12[1.84 µM]
CCOc1ccccc1CNC(=O)C1CCC(=O)N1C(C)C (stereo not given)	8%	15	-3%	?
C[C@@H](C(=O)Nc1ccc2ccccc2c1)[C@@H]1C[C@@]1(C)[C@@H](NC(=O)c1cccnc1)c1ccccc1	26%	5	6%&-2%	/
CC(C)=CCc1c(C)nc2ccccc2c1C(=O)O	-6%	39	-5%	1
O=C(Nc1ccccc1)N1N=C(c2cccs2)CC1c1cccs1 (stereo not given)	/	-102*	-1%	/
Cc1cc(C(=O)NCc2cccs2)c(C)o1	-3%	15	-4%	4
O=C1CC(c2ccccc2)CC(O)=C1C=Nc1ccccc1Cl (stereo not given)	/	?	-2%	/
O=C(NNC(=O)c1ccc(-c2ccccc2)cc1)c1ccccc1	/	?	4%	-12
CCOC(=S)SCc1cn2ccc(C)cc2n1	/	?	-9%	/
COc1ccc(NC(=O)CN(C)S(=O)(=O)c2cccs2)cc1	3%	20	-8%	6
COc1ccc(NC(=O)c2ccccn2)cc1OC	/	-24	-2%	/
COCCn1nnnc1CN1CCC(Cc2ccccc2)CC1	/	-100*	4%	-11
CCCNC(=O)c1cc2c(C(F)(F)F)nn(C)c2s1	-9%	-6	-5%	-8
CCN(CC)S(=O)(=O)c1cccc(C(=O)Oc2cccnc2)c1	1%	?	0%	-9
CCOC(=O)N1CCC(Nc2c(N3CCN(c4cc(Cl)ccc4C)CC3)c(=O)c2=O)CC1	-4%	50	-13%	7
CCc1cccc(NC2c3ccccc3C(=O)N2c2cccnc2)c1 (stereo not given)	-1%	?	-3%	4
CC1CCN(C(c2ccc(N(C)C)cc2)c2nnnn2Cc2ccccc2)CC1 (stereo not given)	14%	1	-1%	-1
Cc1cc(-c2ccccc2)nc(=O)[nH]1	-5%	-18	-4%	9
Cc1ccc(-c2csc(NC(=O)CSC3=NCCS3)n2)cc1	/	-25	-1%	12
O=C(/C=C/Nc1ccccc1)c1cnc(-c2ccccc2)s1	/	66	3%	1
CCC(=O)Nc1c(C(=O)N2CCCCCC2)cnn1-c1ccc(C)c(C)c1	-2%	34	-5%	-1
